# S3 lipid droplet – qHTS Assay for Lipid Storage Modulators in Drosophila S3 Cells; lipid storage change, negative = inhibition, % at the top dose, mostly 46.1 µM; hits show Potency in µM; 320,000 tested, 0.64% active; Drosophila S3 cells, BODIPY lipid droplet fluorescence, 18-24 h; cells fed with added oleic acid; AID 2685, 2010; active = well fitted inhibition curve with a large enough effect in the signal ratio, with a control signal flat, not every such curve was filed as active; inconclusive = small, poorly fitted or top-dose-only effect, or effect the other way, or a change in a side signal; the % refers to the signal ratio
#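 Drosophila S3 cells loaded with oleic acid (400 uM, as added) and compounds at several concentrations; lipid droplets imaged by 488-nm laser-scanning cytometry, 500–530 nm intensity and object ratio to cell channel. Percent activity normalized to 20 uM Triacsin C.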
# S3 lipid droplet cell count max – further read-out of S3 lipid droplet, marked with its call; cell number change, %; measured here: cell count max response;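 cells counted by Cell Tracker Red CMTPX staining in the red channel; peak over a dose series mostly up to 46.1 µM; percent activity relative to internal control wells on each plate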
# The depositor's hits bear a star; i = inactive; ? = inconclusive; · = no result given. % is scaled to controls: 0 for no effect and ±100 for the full control effect; potency is read from the fitted curve at half-maximal effect. An excerpt; count on the stated rates, not on these rows.
no.	compound	S3 lipid droplet	S3 lipid droplet cell count max
1	CCC(c1nnc(SCC(=O)NNC(=O)c2ccccc2)n1Cc1ccccc1)N(C)C (centres undefined)	?	·
2	CCOC(=O)CC1C(=O)NCCN1C(=O)c1sc2ccccc2c1Cl (centres undefined)	-16.7%	-11.4
3	O=C(OCc1nnc(-c2ccc(Br)cc2)o1)c1cncc(Br)c1	?	·
4	O=c1[nH]cnc2c1ncn2[C@@H]1C[C@@H](O)[C@H](CO)O1	?	·
5	Cc1c(C)c2ccc(OS(C)(=O)=O)c(C)c2oc1=O	-5.7%	1.6
6	COC(=O)Cc1c(C)c2ccc(OCc3nn[nH]n3)cc2oc1=O	i	2.0
7	CC(=O)c1cnc2nc(SCc3ccc(Cl)cc3)nn2c1C	i	-8.8
8	O=C(Cc1ccccc1)NCCc1cn2ccsc2n1	?	·
9	Cc1cc(-c2ccc(C(C)C)c(S(=O)(=O)Nc3cc(C)on3)c2)on1	12.5%	8.1
10	Cc1ccc2nc(N3CCN(C=O)CC3)nc(-c3ccccc3)c2c1	-2.1%	-5.2
11	COc1ccccc1Nc1ncccc1[N+](=O)[O-]	?	·
12	O=c1cc(N2CCc3ccccc32)[nH]c(=O)n1Cc1ccc(F)cc1	?	·
13	CCCn1ccnc1SCC(=O)Nc1c(C)n(C)n(-c2ccccc2)c1=O	?	·
14	Cc1ccc2nc(-c3cc(N)cc(N)c3)oc2c1	-7.1%	-14.7
15	COc1ccc(CCNC(=O)COC(=O)Cc2ccc(OC)cc2)cc1	8.9%	13.6
16	O=C(Nc1cc(C(F)(F)F)ccc1N1CCOCC1)c1ccccc1F	5.5%	16.8
17	O=C(Nc1ccc2ccccc2c1)/C(=C\c1ccc2c(c1)OCO2)NC(=O)c1ccco1	?	·
18	CC(CNC(=O)c1ccc(-c2ccccc2)cc1)CN(C)C (centres undefined)	?	·
19	COC(=O)c1cn(NC(=O)/C=C/c2cccc(OC)c2OC)c(=O)c2ccccc12	7.7%	4.5
20	CNC(=O)c1ccc(-c2cc(C(F)(F)F)nn2C)s1	6.2%	-1.7
21	Cc1ccc(S(=O)(=O)CCN2CCN(c3ccccn3)CC2)cc1	11.2%	3.2
22	COc1ccc(CNC(=O)c2sc(=S)n(-c3ccccc3)c2N)cc1	?	·
23	Cc1cccc(NC(=O)C2C(C(=O)O)C3C=CC2C32CC2)c1C (centres undefined)	?	·
24	O=C(Nc1ccc(C(=O)N2CCCCC2)cc1)c1ccc(Br)cc1	?	·
25	O=C(CSc1ccc(Cl)cc1)NC1CCCc2ccccc21 (centres undefined)	2.7%	14.2
26	CNC(=S)N/N=C/c1ccc(-c2ccc(C(=O)O)cc2)o1	-8.6%	5.2
27	COc1ccc(C(=O)Nc2cc(OC)c(Cl)cc2Cl)cc1	?	·
28	NC(=O)/C(=C\c1ccncc1)c1cccc2ccccc12	?	·
29	COC(=O)Nc1nc2ccc(SC(C)C)cc2[nH]1	?	·
30	O=C1CC(C(=O)Nc2ccc(F)cc2)n2cnnc2N1 (centres undefined)	?	·
31	S=C(c1ccc(N2CCCC2)cc1)N1CCCCC1	8.9%	-17.7
32	O=C(c1ccccc1)C1CCc2occc2C1=O (centres undefined)	?	·
33	O=C(NC1=NCCS1)c1ccccc1	?	·
34	COc1cccc(N2CCN(C(=O)Nc3ccc4c(c3)NC(=O)CO4)CC2)c1	12.0%	2.8
35	CCOc1ccc2nc(NC(=O)c3c([N+](=O)[O-])cnn3CC)sc2c1	15.4%	16.4
36	Cc1ccc(C)c(NC(=O)NNS(=O)(=O)c2ccc(C)c(C)c2)c1	?	·
37	Cc1cc(=O)oc2c3c(cc(OCC(=O)N[C@H](C(=O)O)c4ccccc4)c12)OC(C)(C)CC3	?	·
38	COC(=O)NCc1ccc2c(c1)OCO2	i	·
39	Cc1cc(OCC(=O)OCC(=O)N(C)c2c(N)n(Cc3ccccc3)c(=O)[nH]c2=O)ccc1Cl	-4.3%	-15.8
40	Cc1cc(C)c2c(c1)/C(=N/NC(=S)Nc1ccc(F)cc1)CCC2	?	·
41	O=C1CN(C(=O)COC(=O)c2ccccc2NC(=O)c2ccco2)c2ccccc2N1	?	·
42	O=C1[C@@H]2Cc3c([nH]c4ccccc34)C(c3ccccc3)N2C(=O)CN1C1CC1 (some centres undefined)	4.11µM*	-19.8*
43	COc1ccccc1N(O)C1CC(=O)N(c2ccc(Br)cc2)C1=O (centres undefined)	?	·
44	CCCCc1ccc(NS(=O)(=O)N(C)C)cc1	17.5%	-18.3
45	CC(C)CC(=O)N1CCC(N(CCc2ccccc2)Cc2ccccc2)CC1	?	·
46	COc1ccc(NC(=O)Cn2nnc(C(=O)NCc3ccc4c(c3)OCO4)c2N)cc1	?	·
47	Cc1ccc(NC(=O)C2CCN(S(=O)(=O)c3ccc4c(c3)CCCC(=O)N4)CC2)cc1N(C)C	?	·
48	COc1ccc(OC)c(C2/C(=C(/O)c3ccccc3)C(=O)C(=O)N2Cc2ccco2)c1 (centres undefined)	4.4%	-2.6
49	O=C(Nc1ccnn1C1CCN(Cc2cc(Cl)ccc2O)CC1)c1cccnc1	i	36.6
50	COc1ccc(/C=C/c2c([N+](=O)[O-])c(=O)n(C)c(=O)n2C)c(OC)c1	?	·
51	O=C(NCC1CCCO1)C1CCCN1C(=O)Nc1ccccc1[N+](=O)[O-] (centres undefined)	?	·
52	Cc1cc(=O)[nH]c(-c2ccc(C(F)(F)F)cc2)n1	10.7%	8.2
53	COc1ccc(C(=O)CN(C(=O)c2ccc(Cl)cc2)N2C(=O)C3CCCCC3C2=O)cc1 (centres undefined)	?	·
54	COc1ccccc1NC(=O)CSc1nnc(-c2ccco2)n1Cc1ccco1	?	·
55	CC(C)(O)C#Cc1ccc(C(=O)N2CCN(c3ccccc3)CC2)cc1	7.5%	-2.2
56	COc1ccc(Cl)cc1-n1c(C)ccc1C	?	·

# The list goes on:
no.	compound	S3 lipid droplet	S3 lipid droplet cell count max
57	O=S(=O)(NC1CCCCC1Oc1ccccc1)c1ccccc1 (centres undefined)	-0.8%	0.4
58	CC(=O)Nc1nonc1-c1nc2ccccc2n1Cc1ccccn1	?	·
59	Cc1ccc(NC(=O)c2sc(Cl)nc2C)c(C)c1	?	·
60	O=C(CCl)N1N=C(c2ccco2)CC1c1cccs1 (centres undefined)	23.1µM*	-16.0*
61	Cc1ccc2nc(SCC(=O)NCc3cccs3)[nH]c2c1	i	·
62	COC(=O)CSc1nnc(-c2cccnc2)n1-c1cc(OC)cc(OC)c1	?	·
63	Cn1c(CNC(=O)c2ccc(Cl)cc2)nnc1SCC(=O)NC1=NCCS1	?	·
64	CN1C(=O)/C(=C/c2ccc(OCc3ccc(F)cc3)cc2)NC1=S	-0.9%	-1.1

# An excerpt from above in order of SMILES length, low to high.
no.	compound	S3 lipid droplet	S3 lipid droplet cell count max
59	Cc1ccc(NC(=O)c2sc(Cl)nc2C)c(C)c1	?	·
61	Cc1ccc2nc(SCC(=O)NCc3cccs3)[nH]c2c1	i	·
63	Cn1c(CNC(=O)c2ccc(Cl)cc2)nnc1SCC(=O)NC1=NCCS1	?	·

# Further entries.
no.	compound	S3 lipid droplet	S3 lipid droplet cell count max
65	O=C(CSc1nccn1-c1ccc(Cl)cc1)Nc1ccc2c(c1)OCO2	?	·
66	O=C(COc1ccccc1[N+](=O)[O-])c1ccccc1	-17.3%	10.3
67	Cc1cc(=O)n2nc(N3CCCC3C(=O)Nc3cccc(Cl)c3C)sc2n1 (centres undefined)	?	·
68	CC(OC(=O)COc1ccc(Nc2ccccc2)cc1)C(=O)N(C)c1ccccc1 (centres undefined)	?	·
69	Cc1cc2c(c(=O)n1C1CC1)C(c1cccc(Cl)c1)C(C#N)=C(N)O2 (centres undefined)	?	·
70	COc1cc(/C=N/N(C)C)ccc1OC(=O)c1ccco1	?	·
71	C/C(=N\N1CCN(c2ccccc2)CC1)c1ccccc1O	?	·
72	CC(=O)Nc1ccc(OCCOc2ccc(/C=C3\C(=N)N4N=C(C(C)C)SC4=NC3=O)cc2)cc1	i	20.7
73	CN(C)S(=O)(=O)c1ccc(Cl)c(NC(=O)CN2CCC(Cc3ccccc3)CC2)c1	-14.5%	·
74	CCNC(=S)N(Cc1cc2cc(C)c(C)cc2[nH]c1=O)C1CCCC1	-2.3%	6.1
75	CCC(=O)Nc1cccc(NC(=O)c2ccc(C)c([N+](=O)[O-])c2)c1	?	·
76	O=C(NN=c1c(=O)c2ccccc2c1=O)c1ccccc1	?	·
77	COc1ccc(-c2oc3ccccc3c(=O)c2OC(C)=O)cc1	?	·
78	Cc1ccc(N(CC(=O)NC2CCCCC2)C(=O)Cn2nnc(-c3ccc(C)o3)n2)cc1	?	·
79	CCC(=O)N(CCc1ccccc1)Cc1cc2cc3c(cc2[nH]c1=O)OCO3	?	·
80	CCCN1CCN(CC(=O)Nc2nc3ccccc3s2)CC1	?	·

# Overlap with the part before: 4 compounds, then new ones.
no.	compound	S3 lipid droplet	S3 lipid droplet cell count max
77	COc1ccc(-c2oc3ccccc3c(=O)c2OC(C)=O)cc1	?	·
78	Cc1ccc(N(CC(=O)NC2CCCCC2)C(=O)Cn2nnc(-c3ccc(C)o3)n2)cc1	?	·
79	CCC(=O)N(CCc1ccccc1)Cc1cc2cc3c(cc2[nH]c1=O)OCO3	?	·
80	CCCN1CCN(CC(=O)Nc2nc3ccccc3s2)CC1	?	·
81	CCOC(=O)c1ccc(-n2c(=S)sc3c(=O)[nH]c(C)nc32)cc1	i	·
82	CC1(C)CC(C(CCN(Cc2ccccc2)C(=O)c2ccco2)c2ccc(F)cc2)CCO1 (centres undefined)	?	·
83	Cc1ccc2cc(CCNS(=O)(=O)c3ccc(Cl)cc3)c(=O)[nH]c2c1C	i	4.0
84	O=C1CSC(=S)N1c1cccc(O)c1	-15.6%	4.5
85	CCOC(=O)N1CCN(S(=O)(=O)c2ccc(F)c(C(=O)Nc3cc(C)cc(C)c3)c2)CC1	?	·
86	O=C1CC(N2CCC(c3nc4ccccc4o3)CC2)C(=O)N1c1ccc(Cl)c(C(F)(F)F)c1 (centres undefined)	?	·
87	O=C(COC(=O)c1n[nH]c2ccccc12)NC(=O)NC1CCCCC1	?	·
88	Cc1ccc[n+](CC(=O)Nc2c(Cl)cc(Cl)cc2Cl)c1	13.2%	2.2
89	Cc1oc(-c2cc(F)cc(F)c2)nc1CN1CCN(C(=O)c2ccco2)CC1	-23.4%	-6.9
90	COc1ccc(C2CC(=O)c3cnc(N)nc3C2)c(OC)c1 (centres undefined)	?	·
91	O=C(NCc1ccco1)c1ccc(Cn2c(=O)c3sccc3n(Cc3cccc(F)c3)c2=O)cc1	?	·
92	CC(=O)c1ccc(NC(=O)CSc2nc(N3CCOCC3)nc(N3CCOCC3)n2)cc1	-24.3%	·
93	FC(F)(F)c1cc(Oc2ccccc2)nc(-c2ccccn2)n1	5.2%	-9.2
94	CSc1nc2[nH]c3c(c2c2ncnn12)CCCC3	?	·
95	CCCC(C)NC(=O)c1ccc(OCc2ccc(Cl)cc2)c(OC)c1 (centres undefined)	0.3%	-3.7
96	COc1nc2ccc(C)cc2cc1-c1noc(-c2ccccc2)n1	3.0%	-8.1
97	CCOC(=O)c1c(NC(=O)CSc2nnc(C)s2)sc2c1CCC(C)C2 (centres undefined)	-11.0%	8.2
98	O=C(Cn1nnc(-c2ccc(F)cc2)n1)Nc1ccc2c(c1)OCCO2	?	·
99	O=C1C2C3C=CC(C3)C2C(=O)N1c1ccccc1 (centres undefined)	i	15.2
100	O=[N+]([O-])c1ccccc1NC(=S)N/N=C/c1ccc(O)c(O)c1	0.2%	1.3
101	Cc1cc(=O)n2nc(-c3ccc(C(F)(F)F)cc3)sc2n1	?	·
102	Cc1ccc(C(C(=O)NCC2CCCO2)N(Cc2ccccc2F)C(=O)Cn2nnc(-c3cccs3)n2)cc1 (centres undefined)	?	·
103	COCCCNC(=O)c1ccc2c(=O)n(CC3CCCO3)c(=S)[nH]c2c1 (centres undefined)	-5.2%	-8.9
104	O=C(Nc1ccc(-n2cnnn2)cc1)C1CCCN1C(=O)Nc1ccc(Br)cc1 (centres undefined)	?	·
105	CCOc1ccc(NS(=O)(=O)c2ccc(C(=O)NCCCN3CCOCC3)cc2)cc1	i	-2.3
106	COc1ccc(NS(=O)(=O)c2ccc(/C=C/C(=O)O)cc2)cc1S(=O)(=O)N1CCOCC1	-6.1%	2.5
107	COc1ccc(CNC(=O)CC(C)c2ccccc2)cc1 (centres undefined)	5.2%	-0.5
108	CCOC(=O)C1=C(C)N=c2s/c(=C\c3ccc(OC(C)=O)cc3)c(=O)n2C1/C=C/c1ccccc1 (centres undefined)	?	·
109	O=C(O)CCc1ccc(S(=O)(=O)Nc2cc(C(F)(F)F)ccc2N2CCCC2)cc1	?	·
110	CC(Sc1ccc(Cl)cc1)C(=O)Nc1ccc2c(c1)OCO2 (centres undefined)	12.5%	12.4
111	CCN1CCN(C(=S)NC(CC(=O)c2ccccc2)c2ccccc2)CC1 (centres undefined)	4.9%	4.3
112	CCNc1c(NS(=O)(=O)c2ccc(F)c(Cl)c2)c(=O)oc2ccccc12	?	·
113	NC(=O)c1ccc(NC(=O)C2CC2)cc1	0.4%	26.7
114	CCOCCCNC(=O)c1cc2c(-c3ccc(Cl)cc3)nn(C)c2s1	?	·
115	O=C(NCc1cccnc1)c1ccc2c(=O)n(CCCN3CCCC3=O)c(=S)[nH]c2c1	?	·
116	COc1cc(Cl)c(C)cc1NC(=O)CC1SC(N2CCOCC2)=NC1=O (centres undefined)	?	·
117	Cc1ccc(NC(=S)NNC(=O)c2ccc(N3CCOCC3)c([N+](=O)[O-])c2)cc1Cl	25.9%	-1.4
